Screens deposited in PubChem BioAssay by several laboratories.
Rab2 wt GTP – modulators of GTP binding to Rab2A wildtype, primary screen, biochemical, dog, bead-based flow cytometry, multiplex | Ras-related protein Rab-2A (Canis lupus familiaris), P61105 | GST-Rab2 wt beads, Bodipy-GTP binding | GTP binding activity, % at 10 µM | 190,000 tested, 0.19% active;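 active = GTP binding activity at least 20 points away from 100%, either lowered or raised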;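 also: 0% = beads with excess unlabeled GTP and 100% = no-compound control corrected for plate trend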
Mcl1 Noxa PPI – Mcl-1/Noxa binding inhibitors, primary screen, biochemical, TR-FRET, 1536-well; 220,000 tested, 1.5% active; AID 1022, 2008; Induced myeloid leukemia cell differentiation protein Mcl-1 (Homo sapiens), Q07820; inhibition, % at 21.7 µM; TR-FRET Mcl-1/Noxa peptide binding, 2 h;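 active = compounds that cut the protein-peptide binding signal by more than 50% relative to plate controls in a single-dose test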;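 also: His-tagged Mcl-1 with rhodamine Noxa BH3 peptide and terbium anti-His antibody; 0% = Mcl-1 plus Noxa peptide wells and 100% = peptide-only wells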
Bim-Mcl-1 – inhibitors of Bim peptide binding to Mcl-1, primary screen, biochemical, bead-based flow cytometry, multiplex | Bim peptide-Mcl-1 binding | inhibition, % at 10 µM | 190,000 tested, 0.1% active; in the data active = inhibition above about 40%;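 also: 0% = no compound tracer wells and 100% = peptide blocker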
HRas wt GTP – modulators of GTP binding to HRas wildtype, primary screen, biochemical, bead-based flow cytometry, multiplex. GTPase HRas (Homo sapiens), P01112. GST-Ras wt beads, Bodipy-FL-GTP binding; actives lie on both sides. GTP binding activity, % at 10 µM. 190,000 tested, 0.14% active;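 active = GTP binding activity at least 20% away from the 100% baseline, either lowered as inhibitor or raised as activator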;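 also: 0% = unlabeled GTP competition control and 100% = no-compound control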
Target sequence (P01112 whole entry, looked up): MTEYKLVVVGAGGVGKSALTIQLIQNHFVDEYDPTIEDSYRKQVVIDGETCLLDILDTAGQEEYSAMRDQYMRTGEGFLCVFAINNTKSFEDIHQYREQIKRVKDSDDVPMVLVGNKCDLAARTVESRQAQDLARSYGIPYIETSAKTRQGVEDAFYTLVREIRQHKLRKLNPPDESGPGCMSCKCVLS
Rac1 wt modul – wildtype Rac1 GTP binding modulators, primary screen, biochemical, GST-Rac1 beads, flow cytometry, multiplex. GTP binding activity (% of control), % at 10 µM. fluorescent GTP binding; actives lie on both sides; 0 = cold GTP competed, 100 = untreated. AID 757, 2007. Ras-related C3 botulinum toxin substrate 1 (Homo sapiens), P63000. 190,000 tested, 0.27% active;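 active = GTP binding activity at least 20 points away from the 100% control level, either lower or higher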
Rac1 mut GTP – GTP binding modulators of activated mutant Rac1, primary screen, biochemical, bead-based flow cytometry, multiplex, fluorescent GTP; percent activity (GTP binding), % at 10 µM; 190,000 tested, 0.11% active; GST-Rac1 activated beads; actives lie on both sides; 100% means binding = to untreated wells;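 active = GTP binding at least 20 percentage points away from the 100% baseline, in either direction, so actives lie on both sides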
RGS8-Gao – RGS8-Galphao binding modulators, primary screen, biochemical, multiplexed bead flow cytometry | Guanine nucleotide-binding protein G(o) subunit alpha (Homo sapiens), P09471 | AID 1423, 2008 | actives lie on both sides | 220,000 tested, 0.34% active | response (percent of control binding), % at 10 µM; in the data active = response below about 60% or above about 140%; inactive = in between;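 also: Galphao activated as the GDP aluminium fluoride complex binding bead-coupled RGS8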
Target sequence (P09471 whole entry, looked up): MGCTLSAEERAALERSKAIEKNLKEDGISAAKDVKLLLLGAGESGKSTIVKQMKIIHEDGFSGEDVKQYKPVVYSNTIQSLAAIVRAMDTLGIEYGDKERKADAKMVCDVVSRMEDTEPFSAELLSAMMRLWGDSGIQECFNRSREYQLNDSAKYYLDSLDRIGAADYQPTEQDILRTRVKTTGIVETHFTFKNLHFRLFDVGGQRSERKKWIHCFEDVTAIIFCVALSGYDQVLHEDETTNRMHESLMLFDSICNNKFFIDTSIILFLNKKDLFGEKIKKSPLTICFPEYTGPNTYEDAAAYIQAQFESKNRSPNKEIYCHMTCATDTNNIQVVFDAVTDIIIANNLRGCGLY
Pf gamet viab – late stage P. falciparum gametocyte viability inhibitors, primary screen, ATP luminescence, HTS; P. falciparum stage V gametocytes, 24 h; inhibition, % at 10.9 µM; 150,000 tested, 0.065% active;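 active = inhibition above the mean plus 3 SD of compounds within the control limits, set per campaign, cut at about 38% in these data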;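 also: 0% = DMSO wells and 100% = medium only without gametocytes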
Mcl1-Bid inh – Mcl-1/Bid binding inhibitors, primary screen, biochemical, TR-FRET, 1536-well | 220,000 tested, 0.97% active | inhibition, % at 21.7 µM | TR-FRET Mcl-1/Bid-Dy647 peptide binding;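 active = compounds that cut the binding signal by more than half at the single screening dose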;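 also: His-tagged Mcl-1 with europium anti-His antibody binding Bid BH3 peptide; 0% = Mcl-1 plus peptide wells and 100% = peptide-only wells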
Cdc42 wt GTP – modulators of GTP binding to wildtype Cdc42, primary screen, biochemical, multiplex bead flow cytometry, Bodipy-GTP; GST-Cdc42 beads; actives lie on both sides; percent activity (GTP binding), % at 10 µM; 190,000 tested, 0.2% active; AID 761, 2007;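 active = percent activity GTP binding at least 20 points away from the 100% baseline, either down as inhibitor or up as activator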;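 also: median bead fluorescence of bound Bodipy-FL-GTP at 100 nM; 0% = excess unlabeled GTP control and 100% = no compound control; below 100% means less GTP binding so inhibitor and above means activator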
Target sequence (P60953 whole entry, looked up): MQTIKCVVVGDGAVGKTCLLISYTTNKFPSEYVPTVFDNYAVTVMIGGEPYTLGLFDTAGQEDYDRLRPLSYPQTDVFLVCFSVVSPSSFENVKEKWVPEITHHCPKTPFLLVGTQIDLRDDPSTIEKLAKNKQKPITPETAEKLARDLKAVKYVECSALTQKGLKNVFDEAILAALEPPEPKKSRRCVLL
Rab7 wt GTP bind – modulators of GTP binding to Rab7, primary screen, biochemical, wildtype, multiplex bead flow cytometry | Rab7 GTPase wild type (dog), Bodipy-FL-GTP binding | GST-Rab7 beads, fluorescent GTP binding; actives lie on both sides; untreated = 100%, excess cold GTP = 0% | GTP binding activity (percent of control), % at 10 µM | 190,000 tested, 0.055% active | AID 758, 2007;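 active = fluorescent GTP binding to Rab7 beads changed by at least 20 points from the 100% baseline, either direction, mostly lower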;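 also: median green fluorescence of bound Bodipy-FL-GTP per Rab7 bead population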
Numbers without * were called inactive; nt = not tested or not shown.

SMILES	Rab2 wt GTP	Mcl1 Noxa PPI	Bim-Mcl-1	HRas wt GTP	Rac1 wt modul	Rac1 mut GTP	RGS8-Gao	Pf gamet viab	Mcl1-Bid inh	Cdc42 wt GTP	Rab7 wt GTP bind
NC(=O)c1c(NC(=O)CSc2nnc(Cc3ccccc3)n2Cc2ccco2)sc2c1CCC2	102	30	-4	102	103	100	78	nt	-13	102	104
COC(=O)/C(=C\c1c[nH]c2ccccc12)NC(C)=O	101	10	-5	100	102	100	106	nt	-30	102	98
CC(=O)NC(CCS(C)(=O)=O)C(=O)Nc1c(F)cccc1F (stereo unspecified)	99	4	-1	100	99	97	104	nt	9	100	100
O=C(c1cc2cc(Cl)ccc2oc1=O)N1CCCC1	100	5	-3	101	105	99	99	nt	12	101	102
Cc1cc(C(=O)COC(=O)C2=NNC(=O)CC2)c(C)n1-c1ccc(OC(F)F)cc1	100	11	-1	103	102	99	99	nt	-91	103	97
Cc1nn(Cc2ccc(Cl)cc2Cl)c(C)c1NC(=O)NC12CC3CC(CC(C3)C1)C2	96	-24	2	98	95	95	100	nt	17	94	95
Cc1c(Cl)c([N+](=O)[O-])nn1CCCC(=O)Nc1sc2c(c1C(N)=O)CCC(C)C2 (stereo unspecified)	98	20	0	100	103	100	91	-38	-10	98	102
COC(=O)C(C)(C(=O)OC)c1ccccc1[N+](=O)[O-]	100	-3	1	101	108	99	99	nt	-33	102	102
CCOc1ccc(N(CC(=O)NCc2ccccc2)S(=O)(=O)c2c(C)noc2C)cc1	100	10	0	102	105	97	99	nt	-17	102	99
COc1ccc(-c2noc(CCC(=O)Nc3cccnc3)n2)cc1OC	100	-2	7	102	100	96	100	2	-9	101	101
CCn1c(Cc2ccccc2)nnc1SCC(=O)c1cccc([N+](=O)[O-])c1	104	0	-1	100	103	100	102	nt	-16	101	100
COc1ccc(C(=O)Nn2c(C)ccc2C)cc1OC	101	16	-1	101	101	98	101	nt	-13	99	103
O=C(Cc1cccs1)Nc1cccc(-c2nnc(-c3ccco3)o2)c1	98	18	0	94	96	97	99	nt	-28	103	98
Cc1ccc(C(C)NC(=O)c2c(C)noc2C)cc1C (stereo unspecified)	103	14	-3	102	105	101	108	nt	-27	103	101
COc1ccc2c(c1)CCCC21NC(=O)NC1=O (stereo unspecified)	100	4	1	101	102	94	98	nt	-17	96	102
CC(C)NC(=O)c1sc2nc(-c3cccs3)cc(-c3cccs3)c2c1N	97	52*	2	97	99	97	99	nt	17	98	99
CCCc1c(C)c2ccccc2[nH]c1=O	100	15	0	101	100	100	102	nt	-16	104	103
C/C(=N/O)c1ccccn1	97	15	0	97	102	95	102	nt	-16	97	105
CCOc1ccc(CN2C(=O)c3ccccc3C2C(=O)NCc2cccnc2)cc1 (stereo unspecified)	103	15	-4	102	102	97	106	nt	-9	102	103
COc1ccc(-n2cc(C(=O)O)c(=O)cc2C)cc1	98	-1	-1	98	103	97	104	15	-4	99	101
O=C1Nc2ccccc2C(O)(C(=O)NCc2ccco2)N1c1ccc(Cl)c(Cl)c1 (stereo unspecified)	102	4	0	103	101	98	104	nt	0	102	103
COC(=O)c1cn(NC(=O)C2COc3ccccc3O2)c(=O)c2ccccc12 (stereo unspecified)	100	19	-2	100	100	97	101	nt	-14	97	99
CCOC(=O)N1CCc2c(sc3c2c(=O)n(Cc2ccccc2)c(=O)n3CC(=O)NCCOC)C1	95	-1	4	96	96	95	103	0	-2	97	96
CCC(CO)NS(=O)(=O)c1cc(-c2nn(C)c(=O)c3ccccc23)ccc1C (stereo unspecified)	96	-4	-2	96	102	96	102	-4	-17	93	95
O=C(COc1ccc(Br)cc1)N1CCN(c2ccc([N+](=O)[O-])c(N3CCCCC3)c2)CC1	94	11	-5	92	97	95	101	-17	1	96	95
COC(=O)CSc1nnc(-c2ccoc2C)n1-c1ccc(C)cc1	101	15	0	103	103	100	102	nt	-10	103	103
CC(C)(C)c1cc(NC(=O)CSc2nncs2)n(-c2ccccc2)n1	98	17	-3	97	102	99	103	nt	-4	100	99
CNC(=O)c1cc2cc(OC)ccc2oc1=N	100	-2	-2	99	102	100	101	nt	-4	100	99
CNC(=O)c1cc2cccc(OC)c2oc1=O	100	11	2	99	105	99	97	nt	-1	101	103
Nc1ccc(Cc2ccccn2)cc1	97	10	-2	99	102	97	105	nt	-38	97	98
O=C(c1ccco1)N1CCC(c2nc(-c3ccc(F)cc3)no2)CC1	87	7	-1	91	86	86	99	nt	-1	88	98
CC1=Nc2ccc(Br)cc2C(c2ccccc2)N1CC(=O)O (stereo unspecified)	94	2	-3	95	101	99	105	-28	-4	94	96
C/C(=N/NC(=O)CCC(=O)Nc1cccc(Cl)c1)c1ccc(C)cc1	101	46	-3	102	101	101	85	-18	-19	101	101
C=CCOC(=O)C1=C(C)NC(SCC(=O)OCC)=C(C#N)C1c1ccc(C)cc1 (stereo unspecified)	100	1	-2	100	98	98	103	-15	-25	100	98
COc1cc(/C=C(\C#N)C(=O)NC(C)C)cc(Cl)c1O	102	21	0	97	98	94	97	9	-29	101	101
COc1cc2cc(C(c3nnnn3C(C)(C)C)N3CCc4ccccc43)c(=O)[nH]c2cc1OC (stereo unspecified)	95	0	-1	95	98	96	100	-6	9	94	96
CC(C)(C)C1CCc2c(sc(NC(=O)CSc3nnc(-c4ccccc4)o3)c2C#N)C1 (stereo unspecified)	94	-4	1	94	97	93	114	-5	0	90	97
CCCc1nnc(NC(=O)CCC(=O)N2CCN(CCOc3ccc(C)cc3)CC2)s1	101	-10	-6	100	102	97	120	nt	-34	99	101
O=C(/C=C/c1ccccc1)/C=C/c1ccccc1	101	13	-4	97	99	100	97	1	-2	99	101
CC(Sc1nc(NCc2ccccc2)nc(N2CCOCC2)n1)C(=O)Nc1ccccc1 (stereo unspecified)	95	10	-3	98	96	97	101	-5	-13	96	96
COc1ccc2cc3cc(C(=O)NCc4ccc5c(c4)OCO5)oc3nc2c1	96	5	0	98	97	95	100	nt	45	99	97
O=C(Nc1ccccc1Cl)ON=C1c2ccccc2-c2ccccc21	99	2	-1	101	103	97	97	nt	-48	101	104
CC(=O)c1ccc(S(=O)(=O)N2CCC(NC(=O)Nc3cccc(F)c3)CC2)cc1	98	10	0	97	97	95	102	14	3	94	104
CC1(C)C(C=C(Cl)Cl)C1C(=O)N1CCN(c2ccccc2)CC1 (stereo unspecified)	100	-2	0	103	106	99	100	nt	-70	105	102
C=C(C)c1cccc(C(C)(C)NC(=O)NCc2ccncc2)c1	98	6	-1	96	97	95	99	-10	-15	97	99
N#CC1=C(N)Oc2n[nH]c(-c3ccc(F)cc3)c2C1c1ccncc1 (stereo unspecified)	100	1	-1	100	99	95	101	2	-27	98	102
O=C(CSc1nc2ccccc2[nH]1)c1ccc2c(c1)OCO2	94	29	-2	97	93	92	100	10	14	94	96
COc1cccc(-c2nc(Oc3cc(C)cc(C)c3)c3ccccc3n2)c1O	100	14	0	101	104	97	96	nt	46	98	100
O=C(O)C1=C[C@@H](c2ccc(C(F)(F)F)cc2)C[C@@H](OCc2ccc(CO)cc2)O1	94	-19	0	94	95	92	99	nt	-6	94	100
O=C(O)CN1C(=O)CC(Cc2ccc(Cl)cc2)C1=O (stereo unspecified)	100	9	0	102	102	99	102	0	13	102	103
Cc1cccc(NC(=O)CSc2nnc(-c3ccco3)c(-c3ccco3)n2)c1C	96	95*	2	97	94	93	95	nt	28	96	101
CC(C)(C)C(=O)N1CCC[C@H]1C(O)(c1ccccc1)c1ccccc1	100	-13	0	102	103	96	88	6	-17	102	106
CCOc1cccc(OCCOCCOc2ccccc2C(C)=O)c1	97	20	1	100	104	99	90	12	-8	103	101
C[C@@H](C(=O)NCC1CC1)[C@@H]1C[C@@]1(C)[C@@H](NC(=O)OCc1ccccc1)c1ccccc1	103	5	-2	101	103	95	106	nt	0	101	103
Cc1ccc(S(=O)(=O)N(C)C)cc1NC(=O)c1ccc(OC(F)(F)F)cc1	96	-1	-9	98	100	99	102	-19	0	99	96
CCOc1ccccc1NC(=O)CN(Cc1ccccc1)S(C)(=O)=O	98	10	-3	98	101	96	100	-25	6	99	98
CCCC(=O)NC(=S)Nc1ccc(N2CCOCC2)c(Cl)c1	97	18	-7	99	97	97	100	7	-44	95	97
CCOC(=O)N/N=C/c1c(F)c(F)c(F)c(F)c1F	101	-16	-1	101	106	101	106	nt	-10	101	97
O=C(c1ccccc1)N1CCN(CC#CC2(O)CCCCC2)CC1	99	8	0	102	97	97	110	nt	5	98	98
S=c1[nH]c(-c2ccccc2)cn1/N=C/c1cccc2ccccc12	93	19	-3	95	96	93	94	6	-36	96	99
(further entries)
SMILES	Rab2 wt GTP	Mcl1 Noxa PPI	Bim-Mcl-1	HRas wt GTP	Rac1 wt modul	Rac1 mut GTP	RGS8-Gao	Pf gamet viab	Mcl1-Bid inh	Cdc42 wt GTP	Rab7 wt GTP bind
Cc1ccc(C(=O)N2CCN(C(=O)c3ccccc3)C2c2ccc(N(C)C)cc2)cc1 (stereo unspecified)	98	14	-2	102	102	101	103	9	-78	102	103
CCN(CC)CCNc1cc(C)nc2c1C(=O)C(=O)C=C2N1CCCCC1	97	22	3	96	101	96	97	-28	-78	96	100
O=C(Cc1cccc(Cl)c1)Nc1ccc(Br)cc1	95	6	0	94	96	94	114	-33	0	94	94
CCOC(=O)CN1CC23C=CC(O2)C(C(=O)NCc2cccs2)C3C1=O (stereo unspecified)	97	16	-1	98	96	98	99	nt	-18	98	96
Cc1cccc(NC(=O)c2ccccc2NC(=O)Cc2ccccc2)c1C	97	8	-2	101	105	96	102	0	-7	104	94
CC1(C)CC(OC(=O)c2ccco2)CC(C)(C)N1O	100	22	-2	103	106	101	99	5	3	104	100
